Eya2 inh: qHTS Assay for Inhibitors of the Phosphatase Activity of Eya2. Protein phosphatase EYA2 (Homo sapiens), O00167. recombinant Eya2, OMFP fluorescence dephosphorylation (OMFP is methylfluorescein phosphate). Potency, µM (top dose mostly 76.9 µM), without a hit: at the top dose activity, negative = inhibition, hits mostly inhibitors. 330,000 compounds, 0.006% hits. AID 488837, 2010; also: potency is read from the fitted curve at half-maximal effect; % is scaled to controls: 0 for no effect and ±100 for the full control effect
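Eya2 protein (added as 0.2 uM solution) was preincubated with compound for 10 min at ambient temperature in 50 mM HEPES pH 7.5, 50 mM NaCl, 5 uM MgCl2, 0.05% BSA, 1 mM DTT. OMFP (added at 50 uM) then reacted 10 min; fluorescence read at 485/525 nm.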
USP2a block: qHTS Assay for Inhibitors of Ubiquitin-specific Protease USP2a Using CHOP2 as the Reporter; USP2 core, Ub-CHOP2 coupled fluorogenic reporter, 485/531; Potency, µM (top dose mostly 38.3 µM), without a hit: top-dose activity change, negative = inhibition, hits mostly inhibitors; Ubiquitin carboxyl-terminal hydrolase 2 (Homo sapiens), O75604; 330,000 compounds, 0.01% hits;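 also: potency is read from the fitted curve at half-maximal effect; plate controls were DMSO wells for no effect and full inhibition by NEM control for full effect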
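USP2 core (10nM final) preincubated 30min RT with compound in 20mM Tris-HCl pH 8.0, 2mM CaCl2, 2mM beta-mercaptoethanol, 0.05% CHAPS; 25nM Ub-CHOP2 plus 25nM reporter substrate added, fluorescence (Ex485/Em531) read after 60min.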
BRCA1 expr act: qHTS Assay to Identify Small Molecule Activators of BRCA1 Expression; 380,000 compounds, 1.1% hits; Potency, µM (top dose mostly 46.1 µM), without a hit: top-dose activation, actives largely listed as activators; AID 624202, 2012; MCF7-BRCA1-FFLuc reporter, luminescence, 48 h; response scale: scaled: vehicle 0%, 10 µM genistein 100%; also: potency is read from the fitted curve at half-maximal effect; nearly all actives have a fitted effect of over 80% in size; some results filed as inactive show a strong effect at the top dose
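Cells: MCF7-BRCA1-FFLuc, 2000/well. Exposure: 48 h, 37 °C, 5% CO2. Read: luminescence, 15 min post-substrate. Controls: genistein 10 microM (maximal activation), DMSO (neutral).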
a7 integrin act: qHTS for Activators of Integrin-Mediated Alleviation for Muscular Dystrophy; 350,000 compounds, 0.064% hits; Potency, µM (series often up to 38.3 µM), for inactives: at the top dose activation, most hits filed as activators; alpha7betagal myoblasts, beta-gal FDG fluorescence, 48 h;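 also: potency is read from the fitted curve at half-maximal effect; 100% = response of the positive control SU9516; nearly all actives have a fitted effect of over 60% in size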
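Alpha7betagal+/- myoblasts (passage 13) were plated 16-24 hr, then exposed to compounds (1:260 dilution of DMSO stock) for 48 hours at 37C. After MPER lysis, β-galactosidase reporter activity was read as FDG fluorescence (ex 480/em 540) after 30 minutes.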
B2AR arrestin: qHTS assay of beta-arrestin-biased ligands of beta2-adrenergic receptor. Beta-2 adrenergic receptor (Homo sapiens), P07550. beta-arrestin recruitment to beta2AR, cell-based reporter. Potency, µM (doses to about 46.1 µM), for the others: at the top dose activation, usual class: activators. 330,000 compounds, 0.02% hits. AID 492947, 2010;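 also: potency is read from the fitted curve at half-maximal effect; 0% = DMSO controls and full agonism = EC100 isoproterenol or metaproterenol; nearly all actives have a fitted effect of over 65% in size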
Target sequence (P07550 whole entry, looked up): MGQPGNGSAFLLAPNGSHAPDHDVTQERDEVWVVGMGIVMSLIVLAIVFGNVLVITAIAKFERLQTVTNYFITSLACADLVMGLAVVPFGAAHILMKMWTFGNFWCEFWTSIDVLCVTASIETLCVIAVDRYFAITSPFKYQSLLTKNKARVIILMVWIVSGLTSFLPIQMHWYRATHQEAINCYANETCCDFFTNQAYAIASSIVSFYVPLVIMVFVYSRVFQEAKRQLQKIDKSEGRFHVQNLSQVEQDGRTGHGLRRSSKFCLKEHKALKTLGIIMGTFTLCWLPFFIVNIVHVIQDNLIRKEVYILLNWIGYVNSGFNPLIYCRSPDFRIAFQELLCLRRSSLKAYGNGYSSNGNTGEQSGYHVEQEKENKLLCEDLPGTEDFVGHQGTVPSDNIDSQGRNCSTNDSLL
PTAP TSG101 blk: qHTS Assay for Iinhibitors of HIV-1 Budding by Blocking the Interaction of PTAP/TSG101; Tumor susceptibility gene 101 protein (Homo sapiens), Q99816; Fluorescence polarization, FITC-PTAP peptide / Tsg101 binding; Potency, µM (top dose mostly 115 µM), for the others: at the top dose activity change, negative = inhibition, hits mostly inhibitors; 340,000 tested, under 10 active; AID 493005, 2010; active = well fitted inhibition curve with a large enough effect in the main read-out, with a control signal flat, not every such curve was filed as active; inconclusive = small, poorly fitted or top-dose-only effect, or effect the other way, or a change in a side signal; inactive = no such curve, though single readings can be large or run the other way; also: potency is read from the fitted curve at half-maximal effect; % of control where 0% means no effect
Target sequence (Q99816 whole entry, looked up): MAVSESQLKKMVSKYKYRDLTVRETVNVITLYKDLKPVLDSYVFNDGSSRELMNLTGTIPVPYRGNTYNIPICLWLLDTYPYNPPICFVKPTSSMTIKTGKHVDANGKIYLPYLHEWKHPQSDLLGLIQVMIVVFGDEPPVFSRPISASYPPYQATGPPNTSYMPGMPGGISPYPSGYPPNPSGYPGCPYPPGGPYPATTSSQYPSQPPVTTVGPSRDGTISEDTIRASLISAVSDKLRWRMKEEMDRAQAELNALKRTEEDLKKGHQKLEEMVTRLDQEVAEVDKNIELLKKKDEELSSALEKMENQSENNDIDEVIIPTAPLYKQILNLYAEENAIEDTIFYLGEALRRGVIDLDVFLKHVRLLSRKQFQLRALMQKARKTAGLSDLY
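Compounds were pin-transferred onto Tsg101 binding domain (10 uM final) in HEPES pH 7.5 buffer, then FITC-PTAP peptide was added at 50 nM final. After 20 min at RT, polarization reported peptide displacement across a qHTS concentration series.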
ELG1 genotoxic: qHTS screen for small molecules that induce genotoxicity in human embryonic kidney (HEK293T) cells expressing luciferase-tagged ELG1; HEK293T ELG1-luciferase reporter, luminescence, 16 h; Potency, µM (doses to about 46 µM), for inactives: top-dose activity change, positive = activation, actives largely listed as activators; 330,000 compounds, 1.3% hits; AID 504466, 2011; also: potency is read from the fitted curve at half-maximal effect; % of control where 0% means no effect; nearly all actives have a fitted effect of over 60% in size
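HEK293T cells expressing luciferase-tagged ELG1 were treated with compound or DMSO for 16 hr at 37°C. Luciferase activity was then read after 30 min with ONE-Glo at room temperature; rising signal flags genetic stress.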
TRPV1 ag: HTS Assay for Compounds that Act as Agonists of the Vanilloid Receptor 1. Transient receptor potential cation channel subfamily V member 1 (Homo sapiens), Q8NER1. TRPV1-expressing cells, Fluo-8 calcium influx, agonist mode. activation, % at 8.33 µM. 320,000 compounds, 0.19% hits; in the data active = activation above about 80%; inconclusive = between about 30% and that limit; also: 0% is about no effect
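Cells expressing TRPV1 were dye-loaded with Fluo-8 and read kinetically: 10 s baseline, 3 min after compound (agonist portion), then 2 min after EC20 capsaicin (allosteric enhancer portion). Calcium-bound dye fluorescence at 480/520 nm.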
uPA surface inh: qHTS for Inhibitors of Cell Surface uPA Generation; cell surface uPA generation assay, qHTS; Potency, µM (series often up to 38.3 µM), for inactives: top-dose activity change, negative = inhibition, actives largely listed as inhibitors; 330,000 compounds, 0.31% hits; AID 540303, 2011; active = well fitted inhibition curve with a large enough effect; inconclusive = small, poorly fitted or top-dose-only effect; inactive = no such curve, though single readings can be large or run the other way; tested in mouse RAW 264.7 cells; also: potency is read from the fitted curve at half-maximal effect; % is scaled to controls: 0 for no effect and ±100 for the full control effect; nearly all actives have a fitted effect of over 55% in size
S-ASM inh: Inhibitors of Secretory Acid Sphingomyelinase (S-ASM): qHTS; placental ASM, HMU-PC fluorogenic substrate, 60 min; Potency, µM (top dose mostly 57.5 µM), for the others: top-dose activity change, negative = inhibition, usual class: inhibitors; 340,000 compounds, 0.006% hits; AID 504937, 2011; also: potency is read from the fitted curve at half-maximal effect
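Fluorescence read-out (Ex 386 nm, Em 447 nm) after stopping the reaction at pH 10. Enzyme: ASM from human placenta; substrate HMU-PC0, 9 uM final; 60 min, 37 °C. Compound preincubation 10 min, ambient temperature.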
p53 reactivation: qHTS assay for re-activators of p53 using a Luc reporter | 320,000 compounds, 0.063% hits | Potency, µM (doses to about 92.2 µM), inactives show at the top dose activity change, positive = activation, hits mostly activators | AID 504706, 2011 | H1299 p53-A138V BP100-luciferase reporter, luminescence, 24 h; also: potency is read from the fitted curve at half-maximal effect; % of control where 0% means no effect; nearly all actives have a fitted effect of over 45% in size
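H1299 (p53-null), stable ts p53-A138V + BP100-Luc; 1000 cells/well, Opti-MEM/10% FBS; cpd 4 pt, 1:5; 24 h, 37 deg C, 5% CO2; detection reagent 10 min RT; luminescence.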
* marks the source's active call; other numbers are inactive results; ? = inconclusive; nt = not tested or not shown; & = joins results of further samples; [ ] = another dose, or the depositor's remark. Unless noted, calls follow the shape of the dose curve; as a rule, active = well fitted curve in the direction sought with a large enough effect; inconclusive = small, poorly fitted or top-dose-only effect, or another doubt; inactive = no such curve, though single readings can be large; an effect the other way counts as inactive or inconclusive.

SMILES | Eya2 inh | USP2a block | BRCA1 expr act | a7 integrin act | B2AR arrestin | PTAP TSG101 blk | ELG1 genotoxic | TRPV1 ag | uPA surface inh | S-ASM inh | p53 reactivation
O=C(COC(=O)c1n[nH]c(=O)c2ccccc12)NC1CCCCC1 | -4% | 1% | 15% | -1% | -0.1% | 0% | 2% | 1 | 13% | 6% | 7%
CCN(c1ccccc1)S(=O)(=O)c1ccc(Cl)c(NC(=O)COC(=O)c2ccc[n+]([O-])c2)c1 | -3% | 1% | 1% | -1% | 0.0% | -3% | 0% | 4 | 1% | 0% | 1%
CCOC(=O)C1CCCN(c2c(NCCCN(CC)c3cccc(C)c3)c(=O)c2=O)C1 (stereo not drawn) | -11% | 1% | -13% | -34% | -0.2% | -4% | 2% | 0 | 7% | 1% | -3%
CCC(CC)C(=O)Nc1ccc(Cl)c(Cl)c1 | -19% | 0% | -21% | -7% | -0.2% | -4% | -6% | 25 | -1% | -2% | 3%
CC1CN(S(=O)(=O)c2cc(C(=O)N3CCCCC3C)ccc2Cl)CC(C)O1 (stereo not drawn) | 5% | 2% | -6% | -3% | 10% | -10% | 0% | nt | 3% | -1% | -1%
Cc1nnc(NC(=O)CSc2cn(CCNC(=O)c3ccccc3)c3ccccc23)s1 | -1% | 2% | 32% | 0% | -0.1% | -10% | -10% | 6 | 12% | 2% | -3%
Cc1ccc(-c2cc(C(=O)N/N=C/c3ccc(Cl)cc3)n[nH]2)o1 | -13% | -1% | -34% | -26% | -0.5% | 1% | -3% | -4 | 7% | -1% | -2%
COc1ccc(CNC(=O)C(C#N)c2nc3ccccc3nc2N2CCCC2)cc1 (stereo not drawn) | -5% | 2% | -25% | -6% | -0.5% | ? | 0% | 11 | -3% | 135%[activator] | -10%
Cc1c(C(=O)Nc2nnc(SCc3ccccc3Cl)s2)cccc1[N+](=O)[O-] | 7% | 0% | -13% | 8% | -0.7% | -2% | -2% | -4 | 3% | 1% | 15%
Cc1c(-c2ccc(OCc3ccccc3)cc2)nc2ccccc2c1C(=O)O | 3% | 0% | ? | 4% | -1.1% | 1% | -2% | 1 | -14% | 4% | 8%
CC1CCCC(NC(=O)CCC(=O)NCc2ccccc2)C1C (stereo not drawn) | 6% | -1% | 5% | ? | -0.6% | -2% | -2% | 2 | 5% | 1% | 11%
Cc1ccc(S(=O)(=O)NC(=O)COc2cc(C)ccc2C(C)C)cc1 | -2% | 2% | -5% | 30% | 0.5% | 1% | 0% | -2 | 2% | 7% | -14%
O=C1CC(SC(=NCc2ccc3c(c2)OCO3)Nc2ccccc2)C(=O)N1c1ccccc1 (stereo not drawn) | 5% | 2% | -15% | 7% | 0.2% | -1% | -2% | 19 | 6% | -15% | -3%
COc1ccc(C(=O)N(Cc2ccccc2)c2ccc(C)cc2)cc1S(=O)(=O)N1CCOCC1 | -13% | -3% | -2% | -47%[inhibitor] | 0.1% | 1% | nt | -1 | -8% | 6% | -7%
COC(=O)c1ccc(CNC(=O)c2cc3ccccc3oc2=O)cc1 | -2% | 2% | -16% | -3% | 0.1% | -1% | 3% | 3 | 7% | 4% | 1%
O=C(NCc1nnc(SCc2ccccc2)n1-c1ccc(F)cc1)C12CC3CC(CC(C3)C1)C2 | 0% | 0% | -37% | 19% | 0.1% | 2% | -6% | 5 | 10% | -3% | ?
O=C1c2ccccc2S(=O)(=O)N1CC(O)Cn1ccc2ccccc21 (stereo not drawn) | nt | nt | -33% | 0% | nt | -7% | nt | -1 | -3% | -4% | nt
O=c1[nH]ncc(N/N=C/c2ccccc2)c1Cl | -10% | 4% | -35% | ? | -0.1% | -15% | ? | 0 | -10% | -1% | 2%
COc1cc(OC)cc(C(=O)NCCNc2nc3cc(C)cc(C)c3cc2C#N)c1 | -2% | -2% | -46% | -14% | 0.0% | 2% | -8% | 3 | -12% | 355%[activator] | -2%
CN(CCS(=O)(=O)c1ccc(Cl)cc1)Cc1cccnc1 | 4% | 3% | -22% | -45% | -0.6% | -1% | -1% | -1 | -11% | 3% | 4%
CCN(C(=O)CSc1nnc(-c2cccs2)n1N)c1c(N)n(Cc2ccccc2)c(=O)[nH]c1=O | 10% | 0% | -12% | -11% | 0.4% | -1% | -8% | -3 | 11% | 6% | 0%
CCCC(=O)Nc1cc(C)cn(Cc2c(F)cccc2Cl)c1=O | 14% | 0% | 73% | -21% | 0.3% | -4% | 0% | 15 | -1% | 9% | 3%
CCN(C(=O)CSc1nc(C)nc2sc3c(c12)CCC3)C1CCS(=O)(=O)C1 (stereo not drawn) | -1% | 5% | -35% | -15% | -0.6% | 6% | -1% | nt | 0% | 2% | -5%
COc1ccc(CCNC(=S)Nc2ccc(C(C)C)cc2)cc1 | -2% | -2% | 1% | ? | 6.5% | -1% | -4% | ? | 8% | -3% | 0%
CCN(CC)S(=O)(=O)c1cccc(C(=O)N/N=C2\CCCC(=O)C2)c1 | -3% | ? | 3% | 15% | -0.5% | -3% | 1% | 5 | 15% | 0% | 12%
Continuation.
SMILES | Eya2 inh | USP2a block | BRCA1 expr act | a7 integrin act | B2AR arrestin | PTAP TSG101 blk | ELG1 genotoxic | TRPV1 ag | uPA surface inh | S-ASM inh | p53 reactivation
COc1cc(C(c2nnnn2C2CCCC2)N2CCc3ccccc3C2)ccc1O (stereo not drawn) | -6% | -1% | -14% | -28% | -0.3% | -5% | -1% | 12 | 1% | 1% | -1%
O=C(Nc1ccc(N2CCOCC2)cc1)c1ccc(Cl)cc1N1CCCC1=O | 0% | 2% | -19% | 9% | 0.4% | 1% | 1% | 0 | 10% | 1% | ?
COc1ccccc1CNC(=O)CCC(=O)N1CCOc2ccc(C)cc21 | -12% | 1% | -14% | 7% | -0.3% | -3% | -6% | 1 | 6% | 2% | nt
COc1ccc(CNC(=O)CN(c2ccccc2)S(=O)(=O)N(C)C)cc1 | -6% | 1% | 0%&-1% | 12% | -0.1% | -1% | 0% | 9 | 5% | 2% | 0%
CN(C)C(=O)CSc1nnc(Cc2ccc3c(c2)OCO3)o1 | 2% | 4% | 25% | 0% | 2.4% | -6% | 0% | -1 | 2% | 6% | 6%
COc1cc(C(=O)NCc2nnc(SCC(=O)N3CCOCC3)o2)cc(OC)c1OC | 2% | 0% | -8% | 4% | -0.1% | 2% | 2% | -1 | 20% | 3% | -6%
COc1ccc(S(=O)(=O)N2CCOCC2)cc1NC(=O)C1COc2ccccc2O1 (stereo not drawn) | 0% | 3% | -17% | 30% | -0.1% | -3% | -8% | -7 | -2% | -4% | -2%
O=C(Nc1n[nH]c(=S)s1)c1ccc2ccccc2c1 | -13% | -1% | ? | 21% | 0.2% | -7% | ? | -7 | 3% | -1% | 24%
CCN1CCN(C(=O)C(C)Nc2ccc(OC)cc2OC)CC1 (stereo not drawn) | 17% | 12% | -22% | -5% | 0.0% | 1% | -7% | -1 | 2% | 0% | 5%
NC(=O)C1(Nc2ccc([N+](=O)[O-])cc2)CCCC1 | nt | nt | -15% | 0% | nt | -10% | nt | nt | 5% | -2% | nt
O=C(NCCO)C(=O)NCC1OCCCN1S(=O)(=O)c1cc(F)ccc1F (stereo not drawn) | -11% | 3% | -1% | -21% | -0.2% | nt | 0% | 1 | 3% | 2% | -4%
O=[N+]([O-])c1ccc(Cl)c(-c2ccc(/C=N/n3cnnc3)o2)c1 | 10% | 0% | -5% | 12% | 0.0% | -9% | -1% | 1 | -2% | -6% | 1%
CCOCCCn1c(=S)[nH]c2cc(C(=O)N3CCN(C)CC3)ccc2c1=O | 0% | 2% | -27% | 19% | -0.4% | 0% | 0% | -7 | 4% | 3% | -8%
O=C(COc1ccc(F)cc1)NCCNC(=O)COc1ccc(F)cc1 | 9% | 2% | 3% | 18% | -1.2% | -2% | 2% | nt | 0% | 1% | -6%

Screens deposited in PubChem by National Center for Advancing Translational Sciences (NCATS).
